Bioassay records from PubChem BioAssay.
MITF primary: MITF inhibitors, primary screen, biochemical, AlphaScreen, human | Microphthalmia-associated transcription factor (Homo sapiens), O75030 | AlphaScreen MITF homodimerization, bead proximity signal | inhibition, % at 2.6 µM | hit rate 0.91% among 650,000 | AID 1259374, 2018; in the data active = inhibition above about 50%;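 also: 0% = vehicle wells with protein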
FBW7 activator: FBW7 E3 ligase activators, primary screen, biochemical, AlphaScreen, human | F-box/WD repeat-containing protein 7 (Homo sapiens), Q969H0 | AlphaScreen FBW7–phospho-cyclin E peptide binding, activator screen | normalized activity (activation), % at 26.1 µM | hit rate 0.13% among 650,000; in the data active = normalized activity above about 1.9%;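 also: purified mutant Fbw7 with reduced substrate affinity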
Target sequence (Q969H0 whole entry, looked up): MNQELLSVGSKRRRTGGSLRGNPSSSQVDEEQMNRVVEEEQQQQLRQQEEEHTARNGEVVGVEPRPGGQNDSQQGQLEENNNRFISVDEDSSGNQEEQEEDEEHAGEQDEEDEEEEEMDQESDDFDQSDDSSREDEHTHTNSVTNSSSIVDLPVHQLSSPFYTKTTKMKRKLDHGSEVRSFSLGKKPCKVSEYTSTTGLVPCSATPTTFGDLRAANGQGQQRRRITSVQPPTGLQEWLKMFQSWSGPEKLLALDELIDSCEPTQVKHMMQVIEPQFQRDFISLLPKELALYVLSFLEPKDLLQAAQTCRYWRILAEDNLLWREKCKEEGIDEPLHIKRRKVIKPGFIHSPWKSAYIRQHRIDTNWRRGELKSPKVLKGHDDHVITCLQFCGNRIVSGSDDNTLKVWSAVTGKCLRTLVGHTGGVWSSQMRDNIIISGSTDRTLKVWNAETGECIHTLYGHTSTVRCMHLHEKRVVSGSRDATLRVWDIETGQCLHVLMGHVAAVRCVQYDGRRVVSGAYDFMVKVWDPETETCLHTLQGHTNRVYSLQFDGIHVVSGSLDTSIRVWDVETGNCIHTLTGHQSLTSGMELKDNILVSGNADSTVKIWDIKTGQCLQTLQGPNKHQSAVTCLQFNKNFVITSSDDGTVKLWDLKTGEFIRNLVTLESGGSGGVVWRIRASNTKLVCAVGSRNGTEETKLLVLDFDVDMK
GPR151 ag: activators of human GPR151, primary screen, cell-based, PathHunter beta-arrestin, luminescence | hit rate 1% among 650,000 | PathHunter beta-arrestin GPR151 cells | activation, % at 11.2 µM; in the data active = activation above about 4.9%;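 also: 0% = median of compound wells and 100% = cells with positive control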
Target sequence (Q8TDV0 whole entry, looked up): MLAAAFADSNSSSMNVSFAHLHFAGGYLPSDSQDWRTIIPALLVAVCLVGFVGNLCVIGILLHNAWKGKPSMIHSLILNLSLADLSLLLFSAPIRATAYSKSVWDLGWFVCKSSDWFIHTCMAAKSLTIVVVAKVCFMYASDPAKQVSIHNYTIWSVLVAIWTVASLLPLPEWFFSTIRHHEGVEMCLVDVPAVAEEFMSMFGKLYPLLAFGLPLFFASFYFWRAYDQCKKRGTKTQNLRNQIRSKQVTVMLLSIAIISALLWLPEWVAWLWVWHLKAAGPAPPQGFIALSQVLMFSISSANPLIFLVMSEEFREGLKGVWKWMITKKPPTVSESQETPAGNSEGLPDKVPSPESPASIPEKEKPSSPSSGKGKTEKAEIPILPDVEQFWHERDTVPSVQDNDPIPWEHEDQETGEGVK
TEAD-YAP block: TEAD-YAP interaction inhibition, primary screen, TEAD-YAP interaction inhibitor project, luminescence, HEK-TIYL cells; TEAD-Gal4/YAP UAS-luciferase luminescence; inhibition, % at 9.12 µM; AID 1259422, 2018; hit rate 1.4% among 640,000; in the data active = inhibition above about 32%;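 also: 0% = median of test compound wells and 100% = reference inhibitor wells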
* hit, by the source's call.

The opening two compounds, ahead of the listing:
canonical_smiles | MITF primary | FBW7 activator | GPR151 ag | TEAD-YAP block
Cc1nc2sc(C(c3ccc(C(C)C)cc3)N3CCC(C(N)=O)CC3)c(O)n2n1 (stereo not drawn) | -13.4 | 0.1 | 0.2 | -3.1
O=C(O)c1ccc(NC(=O)c2cc(S(=O)(=O)N3CCCCC3)cs2)cc1 | 8.3 | -0.1 | 1.4 | 5.1

The whole of this part, previewed entries included:
canonical_smiles | MITF primary | FBW7 activator | GPR151 ag | TEAD-YAP block
Cc1nc2sc(C(c3ccc(C(C)C)cc3)N3CCC(C(N)=O)CC3)c(O)n2n1 (stereo not drawn) | -13.4 | 0.1 | 0.2 | -3.1
O=C(O)c1ccc(NC(=O)c2cc(S(=O)(=O)N3CCCCC3)cs2)cc1 | 8.3 | -0.1 | 1.4 | 5.1
CC1(C)CC(=O)C2=C(C1)OC1=C(C(=O)CC(C)(C)C1)C2c1ccc(OCC(=O)O)cc1 | -4.7 | 0.1 | 2.3 | 1.9
COc1ccc2c(c1)c(=O)c1ccccc1n2CC(=O)Nc1ccccc1C(F)(F)F | 13.3 | -0.1 | 0.1 | -15.4
CCN(CC)C(=O)CSc1nc2c(sc(=S)n2-c2ccc(Cl)c(C)c2)c(=O)n1-c1ccc(F)cc1 | 6.6 | 0.2 | -0.1 | -8.3
COc1ccc(C2=NN3C(C2)c2cccc(OC)c2OC3c2ccc(SC)cc2)cc1 (stereo not drawn) | 4.7 | -0.3 | -0.5 | -72.8
CCC(CC)c1nnc(NC(=O)c2ccccc2SCCOC)s1 | -3.2 | 0.2 | 0.3 | 5.2
NS(=O)(=O)c1ccc(CCNC(=O)c2ccc(Cn3c(=S)[nH]c4cc5c(cc4c3=O)OCO5)cc2)cc1 | 13.3 | -0.2 | -1.3 | -5.2
CC1CCN(c2nc3c(c(=O)[nH]2)CN(Cc2coc4ccccc4c2=O)CC3)CC1 | 3.5 | -0.1 | -0.8 | -12.2
CN(/N=C1/C(=O)Nc2ccc(Br)cc21)c1ncccc1[N+](=O)[O-] | -3.5 | -0.1 | 0.8 | -2.3
Cc1csc(CN(C)C(=O)CC2C(=O)NCCN2CCC(C)C)n1 (stereo not drawn) | 13.8 | 0.0 | 0.8 | 10.7
NC(=O)C(=O)Nc1ccc([N+](=O)[O-])cc1 | -8.0 | -0.2 | 0.1 | -4.6
Cc1sc2ncn(CC(=O)NC3CCCCC3)c(=O)c2c1-c1ccc(Cl)cc1 | -11.0 | -0.1 | -1.4 | 2.1
O=C(COC(=O)c1ccccc1O)NNC(=O)c1ccc(Br)cc1 | -3.3 | 0.1 | -1.7 | 3.8
O=C(NCc1nnc(SCC(=O)N2N=C(c3cccs3)CC2c2ccc(F)cc2)n1-c1ccccc1)c1ccccc1 (stereo not drawn) | 1.6 | -0.2 | -1.6 | 3.9
CCOC(=O)c1cnc2ccc(C(=O)OC)cc2c1Nc1ccc(C)cc1 | 9.7 | 0.0 | -1.0 | -0.5
O=C(Nc1cc(C(F)(F)F)cc(C(F)(F)F)c1)c1ccc([N+](=O)[O-])o1 | -7.0 | -0.1 | -0.1 | 59.1*
O=C(O)c1ccc(Oc2ccc3c(c2)C(=O)N(c2ccc(O)c(C(=O)O)c2)C3=O)cc1 | -19.6 | 0.1 | -0.9 | -1.4
O=C1C(=O)N(CCCn2ccnc2)C(c2ccncc2)/C1=C(/O)c1ccc(F)cc1 (stereo not drawn) | 19.0 | 0.2 | 0.4 | -2.2
CCN(CC(=O)Nc1ccccc1OC)C(=O)C(C)(C)Oc1ccc(Cl)cc1 | -9.2 | -0.1 | -0.7 | 12.2
O=C(NN1C(=O)C2C3C=CC(C3)C2C1=O)c1ccccc1 (stereo not drawn) | -0.3 | -0.1 | -0.4 | -10.8
CN(C)C(=O)CC(C#N)(CC(=O)N(C)C)c1nc(-c2cc(F)ccc2F)cs1 | 9.8 | 0.1 | -1.4 | 0.6
COc1ccc(CC(=O)NC2CCCCCCC2)cc1OC | 5.6 | -0.1 | 1.6 | 8.4
O=C(c1nn2c(C(F)(F)F)cc(-c3cccs3)nc2c1Br)N1CCCC1 | 0.9 | -0.2 | 0.7 | 4.0
N#Cc1ccc(CSc2nccc(=O)[nH]2)cc1 | 6.9 | 0.0 | 0.5 | 1.7
O=C1CN(S(=O)(=O)c2cc(C(F)(F)F)ccc2Cl)CCN1 | -3.4 | 0.0 | -0.1 | -12.8
Cc1cccc(NC(=O)CSc2nnc(CNC(=O)c3ccc(S(=O)(=O)N4CCOCC4)cc3)n2-c2cc(C)ccc2C)c1 | -15.2 | 0.0 | 0.4 | -5.2
CCc1ccc(NC(=O)CC2C(=O)N(c3cccc(C)c3)C(=O)N2C2CC2)cc1 (stereo not drawn) | -2.9 | -0.1 | 0.5 | -10.6
CCNC(=S)NS(=O)(=O)c1cccs1 | -10.3 | -0.1 | 0.1 | -11.0
NC(=O)c1ccc(-c2nc(NC3CC3)c3ncn(CCN4CCCC4=O)c3n2)cc1 | 8.3 | -0.1 | 0.4 | -8.7

4 entries from above, with values under each structure.
Every second line gives: MITF primary | FBW7 activator | GPR151 ag | TEAD-YAP block
- NC(=O)c1ccc(-c2nc(NC3CC3)c3ncn(CCN4CCCC4=O)c3n2)cc1
    8.3 | -0.1 | 0.4 | -8.7
- O=C(O)c1ccc(NC(=O)c2cc(S(=O)(=O)N3CCCCC3)cs2)cc1
    8.3 | -0.1 | 1.4 | 5.1
- CCN(CC)C(=O)CSc1nc2c(sc(=S)n2-c2ccc(Cl)c(C)c2)c(=O)n1-c1ccc(F)cc1
    6.6 | 0.2 | -0.1 | -8.3
- CCc1ccc(NC(=O)CC2C(=O)N(c3cccc(C)c3)C(=O)N2C2CC2)cc1 (stereo not drawn)
    -2.9 | -0.1 | 0.5 | -10.6

Reformatted as labelled records: two of the compounds above.
NS(=O)(=O)c1ccc(CCNC(=O)c2ccc(Cn3c(=S)[nH]c4cc5c(cc4c3=O)OCO5)cc2)cc1
  MITF primary: 13.3 | FBW7 activator: -0.2 | GPR151 ag: -1.3 | TEAD-YAP block: -5.2
COc1ccc(CC(=O)NC2CCCCCCC2)cc1OC
  MITF primary: 5.6 | FBW7 activator: -0.1 | GPR151 ag: 1.6 | TEAD-YAP block: 8.4

(further entries)
canonical_smiles | MITF primary | FBW7 activator | GPR151 ag | TEAD-YAP block
CCCNc1nc(NCCC)nc(OC)n1 | 6.8 | 0.7 | -1.8 | -11.0
CC(=O)N1CCN(Cc2ccco2)CC1C(=O)N1CCCC1 (stereo not drawn) | -7.2 | 0.1 | 1.1 | -3.4
COc1ccc(-c2nc3ccc(C(=O)N4CCC5(CC4)OCCO5)cc3nc2-c2ccc(OC)c(OC)c2)cc1OC | 3.0 | 0.5 | 0.4 | -0.8
CCN(CC)c1nc(NCc2ccc3c(c2)OCO3)nc(Nc2ccccc2)n1 | 13.9 | 0.1 | 1.9 | -30.6
COc1ccc(CC(=O)Nc2ccc(N3CCCCC3)cc2)cc1OC | 11.5 | -0.3 | 0.0 | 17.4
COc1ccc(C)cc1NC(=O)c1sc2nc3cc4c(cc3cc2c1N)OCCO4 | 6.5 | -0.1 | -0.1 | -3.6
O=C(CN(c1ccc(Cl)c(C(F)(F)F)c1)S(=O)(=O)c1ccccc1)N1CCN(Cc2ccccc2)CC1 | 1.3 | 0.2 | -1.5 | 6.2
Cc1nc(NCCNC(=O)Nc2ccc(F)c(Cl)c2)cc(N2CCCC2)n1 | 3.7 | -0.2 | 1.9 | 6.2
O=C1CC(Sc2ccc(Cl)cc2)C(=O)N1c1ccc([N+](=O)[O-])cc1 (stereo not drawn) | -13.8 | -0.1 | -0.5 | 1.1
O=c1ccn2c(n1)OC1[C@@H](O)[C@@H](CO)O[C@H]12 (stereo partly drawn) | -7.6 | 0.0 | 1.4 | -3.5
COc1ccc(NC(=O)c2cncc(Br)c2)cc1Cl | -6.5 | 0.0 | -1.4 | -4.8
COC(=O)C1=C(C)N=c2s/c(=C\c3ccc(C)cc3)c(=O)n2C1c1ccc(OC(C)=O)cc1 (stereo not drawn) | 1.3 | -0.2 | -0.2 | -5.0
Cn1c(Nc2ccc(-n3cc(CC(=O)NC4CCN(Cc5ccccc5)CC4)c4ccccc43)nn2)nc2ccccc21 | 18.9 | -0.3 | -1.3 | -8.3
COC(=O)c1sccc1NC(=S)Nc1cc(OC)ccc1OC | 2.4 | 0.0 | 1.7 | 8.6
NS(=O)(=O)c1ccc(CCNC(=O)NC23CC4CC(CC(C4)C2)C3)cc1 | 0.5 | -0.1 | 0.3 | 8.5
COc1cccc(CC(C2CCN(C(=O)Cn3cncn3)CC2)N(C)C(=O)CC(C)C)c1 (stereo not drawn) | -2.3 | -0.1 | 0.7 | 2.9
CC1(C)CC(=O)C2=C(C1)OC1=C(C(=O)CC(C)(C)C1)C2c1cn(Cc2ccc(Cl)cc2Cl)nc1-c1ccccc1 | 9.9 | 0.0 | -1.0 | -3.4
CCC(CC)CN1CCc2nnc(CNC(=O)C(C)CC)n2CC1 (stereo not drawn) | 7.8 | 0.1 | -0.4 | 10.2
CCn1c(-c2ccc(Br)cc2)cnc1SCC(=O)NC(C)C | 15.3 | -0.3 | 0.9 | 17.7
Ic1ccc(-c2csc(Nc3ccccc3)n2)cc1 | 19.1 | 0.8 | -1.2 | -86.0
O=C(NCCc1ccc(O)cc1)c1cccc(N2CCC(N3CCOCC3)CC2)n1 | 1.8 | 0.0 | 5.6* | 3.7
CCOC(=O)C1=CN(c2cc(C)cc(C)c2)C=C(C(=O)OCC)C1c1ccc(OC)c(Br)c1 | -8.4 | -0.1 | -0.4 | -0.1
O=C(c1cccc([N+](=O)[O-])c1)c1ccc2c(c1)C(=O)N(CC1CCCO1)C2=O (stereo not drawn) | 1.1 | 0.1 | 1.6 | 7.3
CCCCCCCCCC(=O)N[C@@H](Cc1c[nH]c2ccccc12)C(=O)N[C@@H](CC(N)=O)C(=O)N[C@@H](CC(=O)O)C(=O)N[C@@H]1C(=O)NCC(=O)N[C@@H](CCCN)C(=O)N[C@@H](CC(=O)O)C(=O)N[C@H](C)C(=O)N[C@@H](CC(=O)O)C(=O)NCC(=O)N[C@H](CO)C(=O)N[C@@H]([C@H](C)CC(=O)O)C(=O)N[C@@H](CC(=O)c2ccccc2N)C(=O)O[C@@H]1C | 0.4 | -0.1 | -1.5 | 2.1
COc1cccc(NC(=O)c2cc(S(=O)(=O)N3CCC(C)CC3)ccc2F)c1 | 1.3 | 0.0 | 1.2 | 0.0
N#Cc1cc2c(nc1SCC(=O)N1c3ccccc3Sc3ccccc31)CCCCC2 | -9.5 | 0.1 | 0.0 | -6.0
CC1CCN(c2c(NCC3CCC(C(=O)N4CCc5ccccc54)CC3)c(=O)c2=O)CC1 (stereo not drawn) | -3.1 | -0.2 | 1.4 | -4.3
Cc1cc(C)c2[nH]c(=O)c(CN(CCO)S(=O)(=O)c3ccccc3)cc2c1 | 5.9 | 0.0 | 0.0 | 13.0
Cc1occc1C(=O)Nc1ccc(F)c(F)c1 | 21.7 | 0.0 | -1.6 | 8.7
Cc1ccc2nc(-c3ccc(NC(=O)COc4ccccc4C(C)(C)C)cc3)sc2c1 | 1.3 | -0.1 | -0.8 | 3.5

Record cards (already shown).
`COc1cccc(NC(=O)c2cc(S(=O)(=O)N3CCC(C)CC3)ccc2F)c1` is entered as MITF primary = 1.3; FBW7 activator = 0.0; GPR151 ag = 1.2; TEAD-YAP block = 0.0
`CCC(CC)CN1CCc2nnc(CNC(=O)C(C)CC)n2CC1` (stereo not drawn) is entered as MITF primary = 7.8; FBW7 activator = 0.1; GPR151 ag = -0.4; TEAD-YAP block = 10.2

More structures.
canonical_smiles | MITF primary | FBW7 activator | GPR151 ag | TEAD-YAP block
COc1ccc(CCNC(=O)CC(=O)N/N=C\c2ccc(OCC(N)=O)cc2)cc1OC | -5.3 | 0.4 | 0.6 | 6.1
N#CC(C(=O)O)C1C(=O)Nc2ccccc21 (stereo not drawn) | 5.6 | 0.1 | -0.3 | 9.7
COc1cc(C=C2C(=O)NC(=O)NC2=O)ccc1OCCC(C)C | 11.1 | -0.2 | -2.3 | -6.2
COc1ccc(NC(=S)Nc2nccs2)cc1 | -9.1 | 0.5 | -2.8 | -36.0
Cc1ccc(-n2nc(C)c(NC(=O)CCl)c2C)cc1C | -6.8 | 0.2 | 2.3 | 44.7*
CCC(CC)NCc1cccc(OC)c1OC | 40.1 | 0.2 | -0.3 | 6.7
CC(C)n1c(-c2ccc(C(=O)N3CCN(C)CC3)cc2)nc2c(NCCCN3CCCC3=O)ncnc21 | -1.8 | -0.1 | 0.7 | -4.8
CCn1c(=O)c2cc(C(=O)NCc3ccc(OC)cc3OC)sc2c2ccccc21 | 9.0 | -0.1 | 0.7 | 7.5
COc1cc(/C=C2\SC(=Nc3cc(C)cc(C)c3)NC2=O)cc(Cl)c1O | 7.9 | 0.9 | -1.2 | -3.4
CC(C)(C)c1nnc(Nc2ccc(Oc3ccc(Nc4nnc(C(C)(C)C)c(=O)[nH]4)cc3)cc2)[nH]c1=O | -3.4 | 0.0 | -0.5 | 6.5
COc1ccccc1CC(=O)NNC(=O)c1cccs1 | -1.6 | -0.2 | -0.9 | 6.4
O=C(NCCCN1CCCCC1)c1c(O)c2c([nH]c1=O)CCCC2 | -2.1 | -0.1 | 1.5 | -5.6
Fc1cc2[nH]c(=S)[nH]c2cc1N1CCOCC1 | -2.9 | -0.2 | 1.3 | -0.8
CCC(C)NC(=O)c1ccccc1NC(=O)COc1ccc(OC)cc1 (stereo not drawn) | -17.3 | 0.0 | 3.2 | 5.7
